# RGS4 inhibitor – Inhibitors of Regulator of G Protein Signaling (RGS) 4: qHTS; Transcreener GDP fluorescence polarization, RGS4-accelerated GTP hydrolysis; Potency, µM (highest dose often 114 µM), for inactives: at the top dose activity change, negative = inhibition, usual class: inhibitors; hit rate 0.039% among 390,000; note: potency is the fitted concentration of half-maximal effect; % is set by controls: 0 for no effect and ±100 for the full control effect; nearly all actives have a fitted effect of over 75% in size; some results filed as inactive show a strong effect at the top dose
# Target sequence (P49798 whole entry, looked up): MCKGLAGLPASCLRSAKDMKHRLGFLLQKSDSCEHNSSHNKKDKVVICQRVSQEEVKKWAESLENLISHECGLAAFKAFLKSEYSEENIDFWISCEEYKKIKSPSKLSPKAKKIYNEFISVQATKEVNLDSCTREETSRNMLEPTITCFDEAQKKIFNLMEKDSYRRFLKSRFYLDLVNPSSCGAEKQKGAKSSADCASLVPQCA
#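 MLSMR compounds (23 nl, pin-transferred) preincubated 10 min at room temperature with a 500nM (2x) first reagent, then RGS4 at 900nM (2x) plus Transcreener GDP mix added; fluorescence polarization (620/688 nm) read before and after 90 min at 30 °C.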
# Pol kappa inh – qHTS for Inhibitors of Polymerase Kappa | DNA polymerase kappa (Homo sapiens), Q9UBT6 | purified Pol kappa, fluorescent DNA synthesis assay, 10 min | Potency, µM (doses to about 107 µM), without a hit: at the highest dose activity, negative = inhibition, actives largely listed as inhibitors | hit rate 0.53% among 400,000 | AID 588579, 2011; note: potency is the fitted concentration of half-maximal effect; % is set by controls: 0 for no effect and ±100 for the full control effect
#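 Readout: fluorescence, taken kinetically at 0 and 10 min. Conditions: 10 nM Pol kappa, 15 min RT compound preincubation, 50 nM substrate final. Controls: enzyme-free buffer wells.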
# Pol eta inh – qHTS for Inhibitors of Polymerase Eta; AID 588591, 2011; recombinant Pol eta, fluorescent DNA replication assay; Potency, µM (highest dose often 114 µM), for inactives: top-dose activity change, negative = inhibition, usual class: inhibitors; DNA polymerase eta (Homo sapiens), Q9Y253; hit rate 1.2% among 390,000; note: potency is the fitted concentration of half-maximal effect; % is set by controls: 0 for no effect and ±100 for the full control effect
#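 Pol eta (10 nM) was preincubated with compounds for 15 min at room temperature, after which fluorescent replication substrate (50 nM final) was added to start the reaction. Fluorescence was read kinetically at 0 and 10 min.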
# 12-LOX inh – Primary qHTS assay for inhibitors of human arachidonate 12S-lipoxygenase (ALOX12): Round 2. Polyunsaturated fatty acid lipoxygenase ALOX12 (Homo sapiens), P18054. purified 12hLO, xylenol orange hydroperoxide absorbance. Potency, µM (highest dose often 108 µM), for inactives: top-dose activity change, negative = inhibition, actives largely listed as inhibitors. hit rate 1.1% among 580,000. AID 1671190, 2021; note: potency is the fitted concentration of half-maximal effect; % is set by controls: 0 for no effect and ±100 for the full control effect
# Target sequence (P18054 whole entry, looked up): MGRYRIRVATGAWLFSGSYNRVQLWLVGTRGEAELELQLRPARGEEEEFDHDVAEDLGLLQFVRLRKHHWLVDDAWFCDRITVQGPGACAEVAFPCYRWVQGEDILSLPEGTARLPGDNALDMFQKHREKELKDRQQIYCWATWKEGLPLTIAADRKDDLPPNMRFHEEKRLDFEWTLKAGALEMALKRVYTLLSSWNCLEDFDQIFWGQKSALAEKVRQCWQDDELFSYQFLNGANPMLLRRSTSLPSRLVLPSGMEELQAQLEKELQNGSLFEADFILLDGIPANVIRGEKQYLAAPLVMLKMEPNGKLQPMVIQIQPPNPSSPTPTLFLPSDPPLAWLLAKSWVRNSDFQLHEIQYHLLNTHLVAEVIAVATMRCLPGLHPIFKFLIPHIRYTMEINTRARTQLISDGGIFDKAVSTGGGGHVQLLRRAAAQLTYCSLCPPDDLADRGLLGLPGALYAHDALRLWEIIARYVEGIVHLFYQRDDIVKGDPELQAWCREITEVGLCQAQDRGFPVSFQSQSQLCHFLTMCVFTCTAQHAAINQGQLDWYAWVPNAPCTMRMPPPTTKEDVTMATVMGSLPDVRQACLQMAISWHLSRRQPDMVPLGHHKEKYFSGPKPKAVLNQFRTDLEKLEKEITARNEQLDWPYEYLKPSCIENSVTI
#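 Purified human 12hLO (150 nM final) in 25 mM Hepes, 0.01% Triton X-100, pH 7.0 was preincubated 15 min at room temperature with compound. Then 40 uM arachidonic acid was added, 30 min. Hydroperoxide was read by Fe-XO absorbance ratio 573/405 nm.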
# Anesthetic bind – qHTS Assay for Identification of Novel General Anesthetics; Ferritin light chain (Equus caballus), P02791; apoferritin/1-aminoanthracene competitive binding, fluorescence; Potency, µM (doses to about 77.5 µM), without a hit: at the highest dose activity change, negative = displacement, usual class: inhibitors; hit rate 0.074% among 350,000; note: potency is the fitted concentration of half-maximal effect; % is set by controls: 0 for no effect and ±100 for the full control effect; nearly all actives have a fitted effect of over 20% in size
# Target sequence (P02791 2-175 limits assumed): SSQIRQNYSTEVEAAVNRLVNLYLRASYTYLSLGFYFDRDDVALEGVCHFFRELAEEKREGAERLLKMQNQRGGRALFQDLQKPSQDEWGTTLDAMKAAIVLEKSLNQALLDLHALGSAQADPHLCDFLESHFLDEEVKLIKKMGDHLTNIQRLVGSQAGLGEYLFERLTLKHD
#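 In PBS, apoferritin at 10 uM is loaded with 1-AMA from a 50% saturated solution. After 10 min of compound exposure at ambient temperature, reduced 535 nm fluorescence indicates probe displacement.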
# APE1 inh – qHTS Assay for Inhibitors of the Human Apurinic/apyrimidinic Endonuclease 1 (APE1); AID 2517, 2012; hit rate 0.35% among 350,000; recombinant APE1, TAMRA/BHQ-2 abasic DNA cleavage fluorescence; Potency, µM (top dose mostly 65.8 µM), for the others: top-dose activity change, negative = inhibition, actives largely listed as inhibitors; DNA repair nuclease/redox regulator APEX1 (Homo sapiens), P27695;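 note: potency is the fitted concentration of half-maximal effect; plate controls were vehicle for no effect and reference inhibitor for full effect; nearly all actives have a fitted effect of over 55% in size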
#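 APE1 at 0.75 nM preincubated 15 min at room temperature with compound. Reaction then started with 50 nM double-stranded THF-abasic substrate labelled with TAMRA/BHQ-2, and 525/598 nm fluorescence read kinetically. Activity taken as third-minus-first read difference, normalized to DMSO and NSC13755 controls.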
# LDHA block – qHTS assay for inhibitors of human lactate dehydrogenase. AID 1347041, 2019. hit rate 0.15% among 480,000. purified LDHA, NADH/diaphorase-resazurin fluorescence; stronger effect = lower value. activity change, % (values are at about 110 or 230 µM); in the data active = activity change below about -30%; inconclusive = mostly about -25% to -30%;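 note: plate controls were DMSO wells for no effect and wells without enzyme for full effect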
#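 Remaining NADH was detected by diaphorase (0.133 mg/mL) converting 37 µM resazurin to fluorescent resorufin, read at 0 and 20 minutes. The preceding 5-minute room-temperature reaction used 2 nM LDHA, 0.2 mM sodium pyruvate and 0.06 mM NADH at pH 7.4.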
# ERG Ets-DNA blk – qHTS for Small Molecule Inhibitors of the ERG Ets/DNA interaction. Transcriptional regulator ERG (Homo sapiens), P11308. fluorescence polarization, His-ERG Ets domain / labelled DNA. Potency, µM (doses to about 76.9 µM), without a hit: at the highest dose FP activity, negative = inhibition, usual class: inhibitors. hit rate 0.028% among 370,000. AID 624246, 2012; active = well fitted inhibition curve with a large enough effect in the polarisation, with a control signal flat; inconclusive = small, poorly fitted or top-dose-only effect, or effect the other way, or a change in a side signal; inactive = no such curve, though single readings can be large or run the other way; the % refers to the polarisation;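 note: polarization taken with two DNA probes labelled with fluorescein and Texas red; potency is the fitted concentration of half-maximal effect; % of control where 0% means no effect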
#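 His-tagged ERG Ets domain (1 uM in the protein solution; 300mM KCl, 50mM Tris-HCl, 1mM EDTA, 1mM DTT, pH 7.5) received compound, then a probe mix of 5 nM fluorescein-DNA and 100nM Texas-615-DNA. Fluorescence polarization was read for both dyes.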
# POLB inh – qHTS Assay for Inhibitors of DNA Polymerase Beta. Pol beta primer extension/strand displacement, fluorescence kinetic. Potency, µM (titrated, usually from 114 µM), for inactives: at the top dose activity change, negative = inhibition, usual class: inhibitors. hit rate 1.3% among 340,000. AID 485314, 2010; note: potency is the fitted concentration of half-maximal effect; % is set by controls: 0 for no effect and ±100 for the full control effect
#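 Curves were derived by four-parameter Hill fits of normalized qHTS data. The kinetic fluorescent primer-extension read was taken at 0 and 10 min after 50 nM substrate, following a 15 min room-temperature preincubation of 10 nM enzyme with compounds.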
# An asterisk follows results filed as active; ? = inconclusive; / = no result given; [ ] = dose if it differs, or a comment. Unless noted, calls come from the whole dose curve; as a rule, active = well fitted curve in the direction sought with a large enough effect; inconclusive = small, poorly fitted or top-dose-only effect, or another doubt; inactive = no such curve, though single readings can be large; an effect the other way counts as inactive or inconclusive. These rows are one share of the data (hit frequency here may not be typical).
canonical_smiles | RGS4 inhibitor | Pol kappa inh | Pol eta inh | 12-LOX inh | Anesthetic bind | APE1 inh | LDHA block | ERG Ets-DNA blk | POLB inh
CCNC(=O)N(CC)C[C@H]1N[C@@](Cc2ccccc2)(C(=O)OC)[C@H]2C(=O)N(C)C(=O)[C@@H]12 | -26% | 6% | -14% | ? | / | 0% | 1 | 14% | /
Cn1c(/C=N/NC(=O)c2ccccc2Br)nc2ccccc21 | 5% | -8% | -9% | -27% | -20% | -2% | 0 | / | 1%
CCOC(=O)C1CCN(C(=O)C2CCN(c3nnc(-n4cccc4)s3)CC2)CC1 | 14% | -7% | 5% | 2% | -5% | 7% | -13 | -3% | 19%
O=c1c2ccccc2nc(/C=C/c2ccc3c(c2)OCO3)n1CCCO | -12% | 1% | -17% | / | -4% | -2% | -7 | -4% | -7%
O=C(COC(=O)c1cccc(S(=O)(=O)N2CCOCC2)c1)c1ccccc1 | 5% | 7% | -15% | -16% | 4% | 26% | -3 | -2% | 6%
CCN1C(=O)C2C(c3cccc(F)c3)NC(C)(C(=O)OC)C2C1=O (centres undefined) | -9% | -2% | -9% | -9% | -12% | -4% | -2 | 3% | 4%
CC(=O)NCC(=O)NC1CCCc2c1cnn2-c1ccc(C(C)(C)C)cc1 (centres undefined) | -28% | -1% | -17% | 32%[activator] | -14% | 17% | 3 | -4% | 10%
Cn1c(=O)[nH]c(=O)c2c1nc(CN1CCN(c3ccccc3)CC1)n2Cc1c(F)cccc1Cl | 12% | -3% | -10% | -13% | -7% | / | -6 | -6% | 32%
Cc1nn(-c2ccc(N3CCCCC3)nn2)c(C)c1CCC(=O)NCc1ccc(OC(C)C)cc1 | -6% | 0% | 12% | -5% | -7% | / | -3 | -1% | 44%
CC1CC(=O)N(c2ccc(NCc3ccccc3Cl)c([N+](=O)[O-])c2)C1=O (centres undefined) | 4% | -3% | -26% | 6% | -20% | ? | -2 | -6% | 21%

# Results in Anesthetic bind, for four of the compounds above:
Structure | Anesthetic bind
O=c1c2ccccc2nc(/C=C/c2ccc3c(c2)OCO3)n1CCCO | -4%
O=C(COC(=O)c1cccc(S(=O)(=O)N2CCOCC2)c1)c1ccccc1 | 4%
CCN1C(=O)C2C(c3cccc(F)c3)NC(C)(C(=O)OC)C2C1=O (centres undefined) | -12%
CC(=O)NCC(=O)NC1CCCc2c1cnn2-c1ccc(C(C)(C)C)cc1 (centres undefined) | -14%

# (cont.)
canonical_smiles | RGS4 inhibitor | Pol kappa inh | Pol eta inh | 12-LOX inh | Anesthetic bind | APE1 inh | LDHA block | ERG Ets-DNA blk | POLB inh
O=C(c1cnn2c(C(F)F)cc(-c3ccccc3)nc12)N1CCc2ccccc21 | -10% | 4% | -15% | -7% | -7% | -2% | -4 | 6% | 9%
COc1ccc(NS(=O)(=O)c2ccc3c(c2)NC(=O)C(C)S3)cc1 (centres undefined) | 27% | -12% | 2% | -11% | -12% | 17% | -1 | -2% | 29%
CCC(C)(NC(=O)c1ccc(=O)[nH]c1)C(=O)NC1CCCC1 (centres undefined) | -3% | -8% | -2% | -11% | 20% | -5% | -7 | -11% | 0%
CC1Cc2ccccc2N1C(=O)CSc1nc2cc3c(cc2cc1C#N)OCO3 (centres undefined) | 2% | -12% | -7% | -20% | -15% | 2% | -6 | -5% | 29%
OCC[C@H]1C[C@@H](O)[C@H](O)[C@@]2(Cc3ccccc3O2)O1 | 14% | 9% | -4% | -27% | / | 3% | -3 | -21% | /
O=C(Nc1ccc(F)cc1)C1CCN(C(=O)c2ccc([N+](=O)[O-])cc2)CC1 | -10% | 11% | -7% | -8% | -7% | -1% | 1 | 2% | 0%
Nc1ncnc2c1ncn2[C@@H]1O[C@H](CNCc2ccc(OCC(=O)Nc3ccccn3)cc2)[C@@H](O)[C@H]1O | -1% | 19% | -16% | 147%[activator] | / | 27% | -1 | 0% | /
CCCCCOC(=O)CSc1ncnc2sc3c(c12)CCC(C)C3 (centres undefined) | -13% | 14% | -9% | ? | -4% | / | 0 | -1% | 8%
CCN(CC)S(=O)(=O)c1ccc(C(=O)NCc2cccs2)cc1 | 44% | -22% | 10% | -7% | ? | -2% | -2 | 0% | -2%
CC(OC(=O)/C(C#N)=C/c1ccco1)C(=O)N(C)c1ccccc1 (centres undefined) | -13% | -7% | ? | -12% | / | -16% | -3 | 36%[activator] | /

# The list continues.
canonical_smiles | RGS4 inhibitor | Pol kappa inh | Pol eta inh | 12-LOX inh | Anesthetic bind | APE1 inh | LDHA block | ERG Ets-DNA blk | POLB inh
C[n+]1c(-c2ccccc2)cc2c(=Cc3ccccc3)c3ccccc3n21 | ? | -11% | 13% | ? | / | / | 33 | 97%[activator] | /
COc1cc(C)ccc1OCCCOc1ccccc1Br | 24% | ? | -16% | 0% | 6% | -2% | -5 | -3% | 0%
CC(=O)c1ccc(NC(=O)CSc2nc(C3CCCC3)nc3c2c(=O)n(C)c(=O)n3C)cc1 | 11% | -1%[60.1 µM] | -14% | 6% | 0% | / | -3 | 8% | 4%
CCOC(=O)N1CCN(C(=O)CN(Cc2ccccc2)S(=O)(=O)c2ccc(OC)c(Cl)c2)CC1 | -30% | -9% | -20% | 22% | -11% | 11% | 1 | -1% | 10%
Cc1ccc(C)n1-c1nn(S(=O)(=O)c2cccc(C(F)(F)F)c2)c2cccc(F)c12 | -21% | -5% | -26% | 225%[activator] | 2% | ? | 5 | -3% | 11%
Cc1[nH]c2ccccc2c1C(=O)C(=O)N1CCN(C)CC1 | -7% | 2% | -14% | -6% | -6% | -3% | -2 | -1% | 4%
CC(=O)N1N=C(c2cccc(NS(C)(=O)=O)c2)CC1c1ccc2c(c1)OCO2 (centres undefined) | 4% | -8% | -16% | 75%[activator] | -14% | 58%[activator] | -8 | -14% | 28%
CCOc1cc(CNCCc2ccc(S(N)(=O)=O)cc2)ccc1OCc1ccccc1 | 22% | -2% | -8% | -22% | ? | 3% | -3 | -2% | 20%
CCOc1cc(-c2noc(CCC(=O)NC3CCCCC3)n2)ccc1OC | -8% | 1% | -23% | 6% | 5% | 25% | 2 | 14% | 31%
O=C(Nc1cccnc1)c1ccc(Br)s1 | 14% | -6% | 6% | -59% | 2% | 9% | -1 | -1% | -15%

# In another format: entries from further up.
> Cc1ccc(C)n1-c1nn(S(=O)(=O)c2cccc(C(F)(F)F)c2)c2cccc(F)c12
  RGS4 inhibitor: -21%	Pol kappa inh: -5%	Pol eta inh: -26%	12-LOX inh: 225%[activator]	Anesthetic bind: 2%	APE1 inh: ?	LDHA block: 5	ERG Ets-DNA blk: -3%	POLB inh: 11%

> CCOc1cc(-c2noc(CCC(=O)NC3CCCCC3)n2)ccc1OC
  RGS4 inhibitor: -8%	Pol kappa inh: 1%	Pol eta inh: -23%	12-LOX inh: 6%	Anesthetic bind: 5%	APE1 inh: 25%	LDHA block: 2	ERG Ets-DNA blk: 14%	POLB inh: 31%

# (list continues)
canonical_smiles | RGS4 inhibitor | Pol kappa inh | Pol eta inh | 12-LOX inh | Anesthetic bind | APE1 inh | LDHA block | ERG Ets-DNA blk | POLB inh
CC(=O)Nc1ccc(S(=O)(=O)NCCC(=O)OCCN2C(=O)c3ccccc3C2=O)cc1 | 7% | -14% | -9% | 3% | -11% | 0% | -10 | -4% | -28%
CC1CCCC(C)N1CCOc1cc(N)ccc1C#N (centres undefined) | -2% | -8% | -6% | -28% | / | / | 0 | 8% | /
Cc1ccc(C(=O)OCC(=O)Nc2ccc(N3CCOCC3)cc2)cc1 | -9% | -6% | -2% | -9% | / | 5% | -2 | 2% | /
O=C(Nc1ccc(NC(=O)c2cccs2)cc1)c1ccccc1 | -42% | 5% | -3% | -9% | 8% | 6% | 2 | 0% | -4%
C=C1C(=O)O[C@@H]2[C@H]3O[C@]3(C)CC/C=C(\C)CC[C@@H]12 | ? | 1% | -2% | 3% | ? | -1% | -5 | 20% | /
COc1ccc(CCNC(=O)CSC2=Nc3ccccc3C3=NC(C(C)C)C(=O)N23)cc1OC (centres undefined) | -8% | -7% | 2% | -21% | -12% | -3% | -5 | 2% | 20%
COc1ccc(C(=O)NCc2nnc(SCCOc3ccccc3)n2C)cc1 | ? | 0% | -17% | 8% | -9% | -1% | 2 | -4% | 0%
Cc1cccc(C)c1NC1=C(Cl)C(=O)OC1OC(C)C (centres undefined) | 10% | -12% | -17% | 2% | -12% | 6% | -3 | -15% | 1%
COc1ccc(NC(=O)Nc2cccc3c2O[C@H](CN(C)S(=O)(=O)c2cn(C)cn2)[C@@H](C)CN([C@H](C)CO)C3=O)cc1 | 2% | -3% | -20% | 0% | / | 11% | -1 | 2% | /
COc1cccc(C(=O)N2CCN(Cc3ccccn3)CC2)c1OC | 12% | 1% | 7% | ? | -4% | 2% | -20 | -2% | 2%

# Bioassay records (PubChem)
